NR3A LBD binder – modulators (binders) of human NR3A ligand-binding domain | NR3A LBD differential scanning fluorimetry, Tm shift; 0% = protein alone, 100% = glycine-bound protein | Tm shift relative to glycine control, % at 25 µM | 340,000 tested, 2.5% active | AID 1259313;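 active = melting temperature shift of at least 10% of the positive control shift, at one fixed dose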
CXCR6 block – CXCR6 (human) receptor inhibition; CHO-K1 PathHunter CXCR6 beta-arrestin, luminescence; AID 602244; O00574; 360,000 tested, 0.36% active; inhibition, % at 20 µM; in the data active = inhibition above about 34%, passing the limit was not always enough;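 also: antagonist mode with CXCL16 agonist at 10 nM final; 0% = 10 nM CXCL16 with DMSO and 100% = unstimulated wells without agonist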
EBI2 antag – EBI2 (human) antagonism; EBI2 beta-arrestin recruitment, luminescence, 7a,25-OHC stimulated; 360,000 tested, 0.81% active; P32249; inhibition, % at 5 µM; in the data active = inhibition above about 38%;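 also: enzyme fragment complementation signal reports receptor beta-arrestin coupling in cells; 0% = agonist plus DMSO wells and 100% = wells without agonist; some results beyond the cut were filed as inactive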
Target sequence (P32249 whole entry, looked up, the tested form may be a part): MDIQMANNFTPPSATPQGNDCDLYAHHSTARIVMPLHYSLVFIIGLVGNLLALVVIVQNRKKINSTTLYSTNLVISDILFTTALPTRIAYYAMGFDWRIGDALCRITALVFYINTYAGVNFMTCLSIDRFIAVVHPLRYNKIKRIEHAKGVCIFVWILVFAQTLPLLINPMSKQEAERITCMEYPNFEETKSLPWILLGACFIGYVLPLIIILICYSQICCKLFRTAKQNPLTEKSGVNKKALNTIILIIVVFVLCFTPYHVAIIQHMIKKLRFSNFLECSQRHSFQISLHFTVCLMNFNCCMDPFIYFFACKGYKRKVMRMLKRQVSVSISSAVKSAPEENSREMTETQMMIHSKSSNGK
A3A deaminase – human APOBEC3A DNA deaminase inhibition; recombinant A3A, FAM/TAMRA ssDNA deamination fluorescence; inhibition, % at 20 µM; 330,000 tested, 0.41% active;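 active = at least 40% inhibition at 20 µM here, with at most 30% in a related deaminase screen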;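 also: plate controls were A3A with DMSO for no effect and wells lacking A3A enzyme for full effect; some results filed as inactive read as strong as hits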
Target sequence (P31941 whole entry, looked up): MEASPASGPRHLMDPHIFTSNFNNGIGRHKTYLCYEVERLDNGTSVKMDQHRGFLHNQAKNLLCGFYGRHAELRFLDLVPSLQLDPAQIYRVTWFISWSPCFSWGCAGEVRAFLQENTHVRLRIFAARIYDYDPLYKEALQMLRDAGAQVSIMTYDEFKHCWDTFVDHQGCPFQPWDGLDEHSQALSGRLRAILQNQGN
CCR6 antagonist – antagonists of human CCR6 receptor. P51684. CHO-K1 CCR6 PathHunter beta-arrestin, luminescence, CCL20-stimulated. inhibition, % at 20 µM. 340,000 tested, 0.49% active;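 active = compounds whose inhibition of the agonist-driven luminescence signal at 20 µM reaches about 50%, limit read from the data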;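 also: cells stimulated with CCL20 at 14 nM final; plate controls were DMSO with CCL20 for no effect and DMSO without agonist for full effect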
A3G deaminase – inhibitors of human APOBEC3G DNA deaminase. inhibition, % at 20 µM. Q9HC16. recombinant A3G, ssDNA deamination FAM/TAMRA fluorescence. AID 493012. 330,000 tested, 0.28% active;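 active = inhibition of at least 40% at 20 µM, with no more than 30% in the related APOBEC3A deaminase screen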;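 also: plate controls were DMSO wells with A3G for no effect and wells lacking A3G enzyme for full effect; some compounds called inactive have numbers as strong as hits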
Target sequence (Q9HC16 whole entry, looked up): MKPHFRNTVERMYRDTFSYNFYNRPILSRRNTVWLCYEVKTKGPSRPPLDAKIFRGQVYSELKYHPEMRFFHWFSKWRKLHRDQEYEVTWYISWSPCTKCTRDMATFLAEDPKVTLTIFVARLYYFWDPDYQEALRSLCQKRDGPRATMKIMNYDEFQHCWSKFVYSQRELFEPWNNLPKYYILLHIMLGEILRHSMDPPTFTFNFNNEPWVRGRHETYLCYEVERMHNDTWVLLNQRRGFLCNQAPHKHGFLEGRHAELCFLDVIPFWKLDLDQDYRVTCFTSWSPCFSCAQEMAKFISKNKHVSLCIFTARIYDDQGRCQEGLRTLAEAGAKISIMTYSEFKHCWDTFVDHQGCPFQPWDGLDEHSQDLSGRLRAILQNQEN
Gli-Sufu antag – antagonists of Gli-Sufu signaling. Sufu-KO-LIGHT fibroblasts, Gli luciferase reporter luminescence. inhibition, % at 5 µM. 340,000 tested, 0.74% active. AID 588413;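 active = inhibition above about 55%, limit read from the data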;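 also: 0% = DMSO-treated cells and 100% = wells with medium but no cells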
MPTP inh – permeability transition pore inhibition | isolated mouse mitochondria, Ca2+ swelling absorbance, 30 min | inhibition, % at 10 µM | 360,000 tested, 1.4% active | AID 602449;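 active = inhibition of 50% or more, scaled per plate between neutral and stimulator controls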;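 also: 0% = DMSO wells given calcium and 100% = 1 mM EGTA wells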
* = called active by the depositor; · = no result given.

Start of the data: the first 2 compounds, to show the layout:
smiles,NR3A LBD binder,CXCR6 block,EBI2 antag,A3A deaminase,CCR6 antagonist,A3G deaminase,Gli-Sufu antag,MPTP inh
O=C(NN=Cc1ccc(Cl)cc1Cl)C1CC1,0,-6,-7,·,9,·,-3,0.3
Cc1ccc(C(=O)Oc2coc(CSc3nnc(NC(=O)c4cccs4)s3)cc2=O)cc1C,4,-4,-13,14,5,6,-8,0.4

The list itself, repeating the preview:
smiles,NR3A LBD binder,CXCR6 block,EBI2 antag,A3A deaminase,CCR6 antagonist,A3G deaminase,Gli-Sufu antag,MPTP inh
O=C(NN=Cc1ccc(Cl)cc1Cl)C1CC1,0,-6,-7,·,9,·,-3,0.3
Cc1ccc(C(=O)Oc2coc(CSc3nnc(NC(=O)c4cccs4)s3)cc2=O)cc1C,4,-4,-13,14,5,6,-8,0.4
COCCC1CCCCN1Cc1cn(-c2ccccc2)nc1-c1ccc2c(c1)OCO2 (stereo not given),2,-4,-8,3,8,-6,11,0.8
CC(C)(C)N1C(=O)c2ccc(C(=O)O)cc2C1=O,0,-2,-6,3,21,5,-1,0.2
CCOC(=O)Nc1ccc2c(c1)Cc1cc([N+](=O)[O-])ccc1-2,4,0,-2,·,9,·,-81,0.4
CC(C)CNC(=O)C(=O)Nc1ccc2c(c1)N(S(=O)(=O)c1cccs1)CCC2,-1,-2,-3,-1,25,-11,-9,0.2
CCOC(=O)C1CCN(C(=O)Nc2ccc(OC)c(OC)c2)CC1,0,-9,-6,2,9,-4,0,-0.6
COc1ccc(NC(=O)C2CCCN(S(=O)(=O)c3ccccc3)C2)c(OC)c1 (stereo not given),2,-22,-5,-3,-1,-5,-5,-1.7
CSc1cccc(NC(=O)CSc2ccccc2)c1,-12,-4,-13,0,17,0,-1,1.3
O=C(COc1cccnc1[N+](=O)[O-])Nc1c(Cl)cccc1Cl,2,3,-1,0,13,-2,4,0.7
COc1ccc(S(=O)(=O)N/N=C\c2ccc([N+](=O)[O-])o2)c(OC)c1,0,-2,-7,4,14,6,7,0.1
CCOc1ccc(Oc2c(/C=N/NC(=O)C3CC3)c(C)nn2-c2ccccc2)cc1,-5,5,2,-3,27,-6,1,-0.4
O=C1C2C(C(=O)N1/N=C/c1cc([N+](=O)[O-])ccc1O)C1C=CC2C12CC2 (stereo not given),-1,13,-1,-7,8,-1,6,1.2
O=C(CCCCCN1C(=O)CCC1=O)Nc1ccc(Cl)c(C(F)(F)F)c1,1,-14,5,2,18,-2,-2,1.7
COC(=O)c1sc(S(=O)(=O)N2CCC(C)CC2)c(C(=O)OC)c1C,-1,4,4,-3,9,-1,1,1.4
CC1(C)N=C(c2cccs2)C(C)(C)N1O,-4,6,0,3,27,-2,7,-2.3
CCNc1nc(NC(C)C)nc(N(C#N)CC(=O)OC)n1,1,1,2,2,-3,8,-3,-3.6
O=C(CCCOc1ccc(Cl)cc1Cl)Nc1ccncc1,-4,1,-6,-2,-5,-2,-8,46
C=CCn1c(-c2c(C)nc3cc(C)ccn23)n[nH]c1=S,-4,-1,-11,0,-2,2,14,-2.0
Cc1cc(N2CCOCC2)nc(SCc2c(Cl)cccc2Cl)n1,3,3,20,-1,8,-3,-4,1.9
O=C(Nc1nccs1)c1cc(-c2ccncc2)nc2ccccc12,-2,-3,3,17,5,-4,2,0.3
Cc1onc(-c2c(Cl)cccc2Cl)c1C(N)=O,1,1,3,1,0,-3,0,-0.9
CC(C)[C@H](NC(=O)OCc1ccccc1)C(=O)OCc1ccccc1,-3,3,-2,-3,25,-8,-19,-0.7
Cc1ccc(OCC(=O)Nc2ccc3c(c2)nc(CCN2CCOCC2)n3C)cc1,-1,-5,9,-2,-3,-3,1,2.1
Cc1ccc(C)c(NC(=S)NCCN(C2CCCCC2)C2CCCC2)c1,-1,-2,12,-1,11,-1,-7,0.7
CCOc1ccc(Cl)cc1CSc1n[nH]c(CC)n1,1,8,-3,2,-2,-1,-10,-1.4
COCCn1c(=S)[nH]c2cc(C(=O)NC(C)C)ccc2c1=O,3,-1,1,-1,-5,-6,5,2.1
CCn1ncc(/C=C/C(=O)NCc2cn(C)nc2C)c1C,0,6,-8,5,-6,-2,-8,0.0
CCOc1cccc(-c2nc(C(N)=O)c3[nH]c(=O)n(-c4cccc(Cl)c4)c3n2)c1O,3,14,1,1,17,-5,14,-0.9
CCOC(=O)c1sc2nc(CC(=O)OC)nc(NCC(=O)OC)c2c1C,-9,1,-6,-7,-3,-5,2,-0.1
COc1ccc(C)cc1S(=O)(=O)N(C)CC(=O)NCc1ccccn1,1,-8,0,-1,14,-9,2,-0.9
CNC(=S)N1CCc2ccccc2C1,3,3,1,-3,7,-8,-6,-1.5
CCOc1ccc(OCC)c(NC(=O)C2COc3ccccc3O2)c1 (stereo not given),5,6,12,-2,19,-4,4,-0.2
COc1ccc(NS(=O)(=O)c2ccc(C)c(C(=O)NNC(=O)c3ccccc3O)c2)cc1,-6,5,2,-4,17,-11,7,-0.5
O=C(O)c1ccc2c(c1)C(=O)N(c1ccc(Cl)cn1)C2=O,-1,4,-2,-1,9,-10,0,-1.0
CC(Sc1nc(N)cc(N)n1)C(=O)Nc1ccc(N2CCOCC2)cc1 (stereo not given),0,-1,4,12,1,6,-2,-1.3
Cc1cccc(C)c1NC(=O)CN(C)C(=O)c1ccc2nc[nH]c2c1,-1,-13,-2,5,-13,-1,-7,-0.8
CC1CCCC(NC(=O)CSc2nnc(-c3cccnc3)n2N)C1C (stereo not given),-1,5,6,12,0,-4,9,-0.6
O=C(Nc1cccc2ccccc12)N1N=CCC1c1ccccc1 (stereo not given),1,-9,-2,-4,18,-6,-43,17
COc1cccc(/C=N/NC(=O)c2c(-c3ccccc3)noc2C)c1O,-3,-4,-3,-2,13,-1,25,-1.3
O=C(C1CCN(c2nnc(-n3cccc3)s2)CC1)N1CCN(c2cccc(C(F)(F)F)c2)CC1,0,5,21,0,-22,-2,3,0.2
CSc1nc2ccc(S(=O)(=O)NC3CCCCC3)cc2s1,-3,-8,8,-3,16,-5,17,-5.7
CCCCn1nc(CC(=O)O)c2ccccc2c1=O,0,10,-14,-4,8,-5,2,-0.9
CC(C)OP(=O)(OC(C)C)C(Nc1ccccn1)c1ccc(F)cc1 (stereo not given),-1,3,1,-7,-4,-8,-4,0.1
c1ccc(COc2cccc(CNCc3cccnc3)c2)cc1,-2,-1,3,0,-2,-2,17,0.9
O=S(=O)(/N=C(/c1ccccc1Cl)N1CCOCC1)c1ccccc1,1,-4,-11,0,7,-4,-19,-1.5
COc1ccc(CNC(=O)c2cc(-c3cc(C)cc(C)c3O)n[nH]2)cc1,-1,8,2,5,6,-3,-4,5.6
COc1ccc(CCNC(=O)c2ccc(NC(=O)CC3SC(N4CCCC4)=NC3=O)cc2)cc1 (stereo not given),3,-10,2,1,-8,1,-6,-0.9
C=CCc1cccc(Cl)c1OCCCNC1CCCC1,-1,5,5,-6,15,0,27,1.3
N=C1/C(=C\c2ccc(OC(=O)c3ccco3)cc2)C(=O)N=C2SC=NN12,0,-6,6,·,10,·,-15,-1.2
O=C(O)/C=C/c1ccc(S(=O)(=O)N(CCO)CCO)cc1,1,-2,10,-3,7,-6,-4,0.8
Cc1cccc(C)c1NC(=O)C(Cl)=C(Cl)Cl,-1,-2,-2,-3,16,-6,·,0.1
CC1CN(C(=S)Nc2ccccc2C(F)(F)F)CC(C)O1 (stereo not given),0,-4,2,-4,7,-7,-8,-0.9
CC1(C)C(=O)Nc2ccccc2N1C(=O)COC(=O)c1cccnc1Cl,3,0,-7,10,10,4,6,-3.3
O=C(NNC(=O)c1ccccc1O)c1ccc(Cl)cc1,-3,5,0,-6,6,-6,-48,0.9
O=C(c1cccs1)N1CCN=C1SCc1ccccc1F,1,5,-3,1,19,-15,-3,-0.3

Next part:
smiles,NR3A LBD binder,CXCR6 block,EBI2 antag,A3A deaminase,CCR6 antagonist,A3G deaminase,Gli-Sufu antag,MPTP inh
COc1ccc(N(C(=O)CNC(=O)c2cccs2)C(C(=O)NCC2CCCO2)c2ccc(OC)c(OC)c2)cc1 (stereo not given),0,-8,1,2,-6,1,13,0.2
O=C(NNC(=O)c1ccccc1[N+](=O)[O-])c1ccccc1[N+](=O)[O-],0,-8,0,4,-8,3,-21,-2.2
CC(=O)NC(CC(=O)NCC(=O)Nc1ccc(F)c(F)c1)c1ccccc1 (stereo not given),1,-10,-2,1,13,-11,6,-0.9
O=C(N/C(=C/c1ccccc1)C(=O)N1CCCCC1)c1ccco1,-1,1,-1,-2,4,0,-10,0.1
CCOc1cc(/C=C2\NC(=S)N(C)C2=O)ccc1OCc1ccc(C(=O)O)cc1,-2,2,-4,1,7,0,4,-0.2
COc1ccc(NC(=O)N(C)C[C@H]2Oc3ccc(NC(=O)Nc4c(C)noc4C)cc3C(=O)N([C@H](C)CO)C[C@H]2C)cc1,0,-5,-6,1,15,2,28,-0.5
O=C(CSc1nnc(COc2ccc(Cl)cc2)n1Cc1ccco1)c1ccccc1F,-1,-3,9,0,19,13,1,1.0
CCOC(=O)c1ccc(NC(=O)CSc2nc3ncccc3[nH]2)cc1,-2,-12,8,-2,2,-8,-6,7.9
CC(C)=CCC/C(C)=C/CNC(=O)C[C@H]1C[C@H](C(=O)N2CCOCC2)[C@@]2(C)c3[nH]c4ccc(Cl)cc4c3CCN2C1=O,3,-19,24,3,33,2,1,-2.3
COc1ccccc1C(CNC(=O)CNC(=O)c1ccc(C)c(C)c1)N1CCCC1 (stereo not given),1,-4,-3,-3,8,-6,15,0.0
S=C(Nc1ccccc1)N1N=C(c2cccs2)CC1c1cccs1 (stereo not given),-1,7,-13,-2,17,-6,-1,1.6
CCS(=O)(=O)N1CCN(C(=O)c2ccccc2[N+](=O)[O-])CC1,0,-1,-1,-5,9,-8,0,-2.0
COc1ccc(/C=N/NS(=O)(=O)c2ccc(C)cc2)cc1OC(=O)c1ccccc1,10*,0,11,-5,28,-8,2,0.4
Cc1cccc(OCC(=O)NNC(=O)c2ccc([N+](=O)[O-])cc2)c1,0,0,2,-1,-10,-7,1,1.7
CCCN1C(=O)/C(=C/c2ccncc2)SC1=S,-1,-7,-3,1,0,-1,-4,-1.8
O=C1CC(C(=O)N2CCN(Cc3ccccc3)CC2)CN1Cc1ccccc1 (stereo not given),0,-5,-3,-1,-1,-8,-2,-1.1
CCOC(=O)c1ccccc1NC(=O)Cn1cnc2c(cnn2-c2ccc(OC)cc2)c1=O,2,·,·,4,-3,0,3,·
Cc1ccc(CN(C(=O)Cc2cccs2)C(C(=O)NC2CCCC2)c2ccncc2)cc1 (stereo not given),0,0,-8,-2,15,-3,2,1.9
CCOC(=O)[C@H]1[C@H]2COc3ccc(OC)cc3[C@@H]2N2C(=O)c3cc(C)ccc3NC(=O)[C@@]12C,-1,5,2,0,5,-7,14,-0.8
O=C(CCCCn1c(=O)c2ccccc2n(CC(=O)NC2CCCC2)c1=O)NCc1ccco1,0,2,3,0,19,-4,4,2.2
Cc1ccc(NC(=S)NNC(=O)c2ccccc2OC(F)F)cc1,-1,1,3,-2,26,-5,7,-1.1
CCN(Cc1ccccc1)C(=O)CSc1ncn[nH]1,-1,3,7,-5,14,-8,-17,-0.9
O=C(COC(=O)Cc1ccc(S(=O)(=O)N2CCOCC2)s1)NCCc1ccccc1,-1,-10,2,15,5,1,5,-0.1
CCN(CC)C(=O)c1ccc(Nc2nnc(C)c3ccccc23)cc1,-1,3,-9,-2,3,-4,-3,0.4
OC[C@@H]1[C@@H](c2ccc(F)cc2)C(c2ccccc2)=NN1c1ccccc1,5,3,24,4,20,3,-5,0.7

Screening data (PubChem)
